Bioassay records: PubChem, National Center for Advancing Translational Sciences (NCATS)
GALK inhibitor – blocks human galactokinase activity. P51570. Purified GALK, Kinase-Glo residual ATP luminescence. Potency, µM (top dose mostly 57.5 µM), for inactives: top-dose activity change, negative = inhibition, usual class: inhibitors. actives 0.007% (n = 270,000). AID 1868; also: potency is read from the fitted curve at half-maximal effect; % is scaled to controls: 0 for no effect and ±100 for the full control effect
Target sequence (P51570 whole entry, looked up): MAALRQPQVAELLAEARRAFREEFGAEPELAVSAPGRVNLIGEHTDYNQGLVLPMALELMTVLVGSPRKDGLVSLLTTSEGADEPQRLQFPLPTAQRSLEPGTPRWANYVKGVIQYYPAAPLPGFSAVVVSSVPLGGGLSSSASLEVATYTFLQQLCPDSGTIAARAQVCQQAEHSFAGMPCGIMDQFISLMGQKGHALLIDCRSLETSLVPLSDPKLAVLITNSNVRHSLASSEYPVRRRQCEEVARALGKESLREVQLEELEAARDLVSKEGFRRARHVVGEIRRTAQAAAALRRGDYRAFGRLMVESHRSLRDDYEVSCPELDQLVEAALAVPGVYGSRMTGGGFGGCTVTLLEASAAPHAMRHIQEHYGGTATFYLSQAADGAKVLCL
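GALK at 5 nM final was combined with compound, 35 uM ATP and 100 uM galactose in HEPES pH8.0 with MgCl2 and DTT. The reaction ran one hour at room temperature before luminescent ATP detection.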
KCNH2 WT inh – KCNH2 (human, wildtype) channel inhibition. AID 720551. actives 0.37% (n = 340,000). activity change, % at 1.84 µM. U2OS, BacMam KCNH2, thallium flux FluxOr; hits give low values;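 active = maximum activity change below -70%; inconclusive = maximum activity change between -70% and -50%; inactive = maximum activity change above -50%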; also: % is scaled to controls: 0 for no effect and ±100 for the full control effect
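U2OS cells transduced with wild-type KCNH2 virus are loaded with FluxOr dye for 45 min, and thallium flux is measured in kinetic reads before and after stimulation buffer. Rate constants are normalized to DMSO controls.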
Integrin act MD – activators of alpha7 integrin expression for muscular dystrophy. AID 624291. Potency, µM (doses to about 38.3 µM), without a hit: at the top dose activation, usual class: activators. actives 0.064% (n = 350,000). alpha7betagal myoblasts, beta-gal FDG fluorescence, 48 h;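 also: potency is read from the fitted curve at half-maximal effect; 100% = response of the positive control SU9516; nearly all actives have a fitted effect of over 60% in size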
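alpha7betagal+/- myoblasts (passage 13, 250/well) treated 48 h at 37C with compounds at 1:260 dilution of DMSO stock. Lysed, then beta-galactosidase activity read as FDG fluorescence (ex 480/em 540) after 30 min, with pre-read for autofluorescence.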
TRPV1 agonist – activates the human vanilloid receptor TRPV1. Q8NER1. TRPV1-expressing cells, Fluo-8 calcium influx, agonist mode. activation, % at 8.33 µM. actives 0.19% (n = 320,000). AID 540275; in the data active = activation above about 80%; inconclusive = between about 30% and that limit; also: 0% is about no effect
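TRPV1-expressing cells were cultured overnight at 35.5C and loaded with Fluo-8 calcium dye for 40 to 90 min at room temperature. After a 10 s baseline, compound was added and calcium influx was read kinetically for 3 min (ex 480/em 520 nm).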
CXXC DNA block – blocks binding of human MLL CXXC domain to DNA | Q03164 | MLL-CXXC / FITC-HOXA9 DNA fluorescence polarization | Potency, µM (highest dose often 115 µM), for the others: at the highest dose activity change, negative = inhibition, most hits filed as inhibitors | actives 0.037% (n = 290,000) | AID 2662; active = well fitted inhibition curve with a large enough effect in the polarisation, with a control signal flat, not every such curve was filed as active; inconclusive = small, poorly fitted or top-dose-only effect, or effect the other way, or a change in a side signal; inactive = no such curve, though single readings can be large or run the other way; the % refers to the polarisation; also: potency is read from the fitted curve at half-maximal effect
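Fluorescence polarization: 7 uM MLL-CXXC (stock) preincubated 5 min with compounds, then 50 nM fluorescein-HOX-A9 DNA (stock) added; 30 min ambient. Buffer 50 mM Tris-HCl pH 7.5, 50 mM NaCl, 1 mM DTT, 0.05% BSA.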
MBNL1-CUG inh – blocks human MBNL1 binding to CUG repeat RNA; TR-FRET MBNL1-His/biotin-(CUG)12 binding, 665/545 ratio; Potency, µM (series often up to 57.5 µM), inactives show top-dose activity change, negative = inhibition, actives largely listed as inhibitors; Q9NR56; AID 2675; actives 0.036% (n = 280,000); active = well fitted inhibition curve with a large enough effect in the signal ratio, with a control signal flat, not every such curve was filed as active; inconclusive = small, poorly fitted or top-dose-only effect, or effect the other way, or a change in a side signal; inactive = no such curve, though single readings can be large or run the other way; the % refers to the signal ratio; also: potency is read from the fitted curve at half-maximal effect; % is scaled to controls: 0 for no effect and ±100 for the full control effect
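His-tagged MBNL1 binding to biotinylated (CUG)12 RNA was measured by TR-FRET using terbium anti-His antibody (0.055 ng/ul final) and streptavidin-XL665 (5 nM final). Compounds were titrated 92 nM to 58 uM; 60 min at room temperature.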
KCNH2 3.1 block – blocks the human KCNH2 3.1 channel isoform | actives 0.95% (n = 340,000) | activity change, % (tested at about 1.8 µM) | U2OS KCNH2 3.1, thallium flux FluxOr; hits give low values;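 active = maximum activity change below -70%; inconclusive = maximum activity change from -70% to -50%; inactive = maximum activity change above -50%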;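 also: thallium influx rate constant from kinetic fluorescence after stimulation buffer; % is scaled to controls: 0 for no effect and ±100 for the full control effect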
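Kinetic fluorescence (2 min after stimulation buffer) measures Tl+ influx through KCNH2 3.1 expressed by viral transduction in U2OS cells; the rate constant is normalized against DMSO controls serving as positive and negative references.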
A-T KAP1 phos – potential ataxia-telangiectasia treatment; […] A-T fibroblasts, KAP-1 phosphorylation AlphaLISA; neocarzinostatin DNA damage 30 min before lysis; Potency, µM (doses to about 57.5 µM), without a hit: top-dose activation, hits mostly activators; actives 0.19% (n = 320,000); also: potency is read from the fitted curve at half-maximal effect; % of control where 0% means no effect; nearly all actives have a fitted effect of over 45% in size
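hTERT-immortalized A-T patient fibroblasts ([…]), 500 cells/well in OPTI-MEM, 1% FBS, got compounds for 60 min, then NCS for 30 min at 37C. Lysates were then assayed for phospho-KAP-1 by AlphaLISA (anti-pKAP1 donor, anti-KAP1 acceptor beads), 6 hr at 25C.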
Coupling enz – inhibits coupling enzyme system, counter-screen for aldolase hits. coupling enzyme system counterscreen, AmpLite Red fluorescence. activity change, negative = inhibition, % at 58.2 µM, hits read low. actives 0.67% (n = 290,000); in the data active = activity change below about -30%; also: % is scaled to controls: 0 for no effect and ±100 for the full control effect
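First, compound is pin-transferred into glyceraldehyde-3-phosphate coupling-enzyme reagent at 57.5 uM final and held 10 min at RT. Next, substrate, coupling system and AmpLite Red are added. After 20 min RT, fluorescence (525/598 nm) is read.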
S-ASM inh – inhibitors of human secretory acid sphingomyelinase; P17405; placental ASM, HMU-PC fluorogenic substrate, 60 min; Potency, µM (series often up to 57.5 µM), for inactives: at the highest dose activity change, negative = inhibition, hits mostly inhibitors; actives 0.006% (n = 340,000); AID 504937; also: potency is read from the fitted curve at half-maximal effect
Target sequence (P17405 47-631 limits assumed): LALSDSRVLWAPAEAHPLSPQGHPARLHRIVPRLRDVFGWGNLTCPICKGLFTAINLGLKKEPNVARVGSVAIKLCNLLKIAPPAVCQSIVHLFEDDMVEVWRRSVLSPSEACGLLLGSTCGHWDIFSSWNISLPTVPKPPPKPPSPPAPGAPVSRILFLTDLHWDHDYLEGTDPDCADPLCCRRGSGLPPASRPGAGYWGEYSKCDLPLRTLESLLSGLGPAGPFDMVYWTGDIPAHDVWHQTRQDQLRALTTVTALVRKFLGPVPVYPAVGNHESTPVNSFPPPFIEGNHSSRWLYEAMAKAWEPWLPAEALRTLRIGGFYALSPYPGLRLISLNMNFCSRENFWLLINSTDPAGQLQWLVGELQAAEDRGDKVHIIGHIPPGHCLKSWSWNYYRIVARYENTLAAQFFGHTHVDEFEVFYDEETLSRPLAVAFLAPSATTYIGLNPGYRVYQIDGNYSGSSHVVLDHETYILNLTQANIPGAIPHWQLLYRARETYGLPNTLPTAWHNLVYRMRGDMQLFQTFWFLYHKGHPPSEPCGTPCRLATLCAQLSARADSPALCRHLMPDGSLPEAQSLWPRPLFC
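qHTS format. ASM enzyme prepared from human placenta hydrolyses the fluorogenic substrate HMU-PC0 (9 uM final) over 60 min at 37 °C after a 10 min compound preincubation.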
* hit, by the source's call; i = inactive; u = inconclusive; x = not tested or not shown; & = joins results of further samples; [ ] = dose if it differs, or a comment. Unless noted, calls follow the shape of the dose curve; as a rule, active = well fitted curve in the direction sought with a large enough effect; inconclusive = small, poorly fitted or top-dose-only effect, or another doubt; inactive = no such curve, though single readings can be large; an effect the other way counts as inactive or inconclusive.

SMILES	GALK inhibitor	KCNH2 WT inh	Integrin act MD	TRPV1 agonist	CXXC DNA block	MBNL1-CUG inh	KCNH2 3.1 block	A-T KAP1 phos	Coupling enz	S-ASM inh
FC(F)(F)c1cnc2c(c1)[nH]c(=S)n2-c1ccc(Cl)cc1	3%	1	u	5	11%	3%	19	0%	6	-1%
CCCCc1nc(SCCOC)c2c(=O)n(C)c(=O)n(C)c2n1	7%	6	-29%	0	-8%	-5%	0	10%	4	-7%
COc1cccc(CNC(=O)CN2C(=O)NC(c3ccccc3)(c3ccccc3)C2=O)c1	x	10	-1%	0	x	x	8	9%	x	-3%
CN(CC(=O)Nc1cccc(F)c1)CC(=O)N(C)CC(=O)Nc1ccccc1Br	x	8	1%	-1	x	x	-1	-1%	x	3%
CCCCOc1[nH]c2nc(-c3ccco3)n(Cc3ccco3)c(=N)c2c1C#N	-1%	-1	-9%	-1	-4%	18%	1	12%	-1	15%
CCn1c(COc2ccccc2)nc2ccccc21	-3%	-14	24%	u	-1%	8%	-5	-4%	0	0%
Cc1cccc(C(=O)CC(=O)c2cc(Cl)ccc2O)c1	0%	-5	-54%[inhibitor]	1	-3%	-1%	-10	4%	1	-6%
CC(C)N(CCNC(=O)C1CCN(S(=O)(=O)N2CCOCC2)CC1)Cc1ccccc1	-3%	-9	12%	-1	-4%	-1%	-11	0%	0	0%
O=C(CSc1ncnc2nc[nH]c12)N1CCN(c2ccccc2)CC1	-1%	-2	-18%	15	0%	-4%	9	0%	-3	-2%
N#Cc1nc(-c2ccco2)oc1NCc1ccco1	1%	11	14%	9	6%	13%	32	0%	1	1%
CC(O)[C@H]1CN=C(N)N1CC(C)(C)C (stereo not given in full)	x	5	18%	x	x	x	-1	x	x	5%
CCOC(=O)Cc1csc(NC(=O)CN2C(=O)c3ccccc3C2=O)n1	-1%	5	39%	-2	1%	14%	-1	15%	2	-1%

SMILES	GALK inhibitor	KCNH2 WT inh	Integrin act MD	TRPV1 agonist	CXXC DNA block	MBNL1-CUG inh	KCNH2 3.1 block	A-T KAP1 phos	Coupling enz	S-ASM inh
O=C(/C(=N\Nc1ccc(Br)cc1)Sc1nnnn1-c1ccccc1)c1ccccc1	-1%	-8	23%	u	1%	x	-10	2%	11	x
COCCCn1c(SCC(=O)Nc2sc3c(c2C#N)CCCC3)nnc1-c1ccncc1	-3%	4	-11%	-1	3%	5%	0	0%	5	-6%
COc1cccc(-c2nc(NC3CCCC3)c3ccccc3n2)c1O	5%	-9	5%	15	7%	-2%	3	-5%	1	u
Cc1cc(C)c2c(-n3cccc3)c(NC(=O)OC(C)C)sc2n1	1%	-2	4%	4	-1%	-4%	20	7%	-11	-6%
CCOC(=O)c1c(C)[nH]c(C(=O)COC(=O)C23CC4CC(CC(Cl)(C4)C2)C3)c1C	-4%	-10	3%	2	20%	1%	-1	3%	-6	-11%
Clc1cccc(Cl)c1Cn1nnc(N2CCCC2)n1	13%	-138*	-1%	3	-8%	-1%	-1	7%	6	4%
COC(=O)[C@H](Cc1ccccc1)NC(=O)[C@@]1(C)C[C@@H]1[C@@H](NC(=O)OCc1ccccc1)c1ccccc1	x	1	-21%	22	2%	9%	-37	-3%	-3&2	-2%
COC(=O)CCP(=O)(O)Cc1ccccc1CP(=O)(O)CCC(=O)OC	1%	0	17%	2	-6%	7%	9	8%	2	-22%
NC1=NC(=O)/C(=C/c2ccccc2OS(=O)(=O)c2ccccc2)S1	x	-21	-42%	6	0%	-4%	-22	4%	-5	11%
CCn1cnc2sc(C)c(C)c2c1=O	-3%	x	x	-3	6%	1%	x	-3%	0	x
O=C1CCCC2=C1C(c1cccs1)n1ncnc1N2 (stereo not given)	-1%	-9	19%	5	3%	1%	-3	2%	2	98%[activator]
CCOc1ccc(N(CC(=O)N2CCCC2)S(=O)(=O)c2c(C)noc2C)cc1	3%	8	14%	0	-8%	-12%	12	-3%	3	-1%

SMILES	GALK inhibitor	KCNH2 WT inh	Integrin act MD	TRPV1 agonist	CXXC DNA block	MBNL1-CUG inh	KCNH2 3.1 block	A-T KAP1 phos	Coupling enz	S-ASM inh
COc1cccc2c1OC1(CCN(C(C)C)CC1)N1N=C(c3cccnc3)CC21 (stereo not given)	4%	-11	16%	-7	-3%	u	-12	7%	0	-2%
Cc1onc(-c2ccccc2)c1C(=O)NC(=S)Nc1sc2c(c1C#N)CCC(C)C2 (stereo not given)	x	i	26%	5	-12%	2%	8	6%	2	-6%
COC(=O)CC1=NN(c2ccc(OC)cc2)C(=O)/C1=C\c1ccc(Cl)cc1	x	3	1%	-1	-18%	0%	-2	-4%	0	-18%
O=C(c1ccc(N2CCCCC2)c([N+](=O)[O-])c1)N1CCN(S(=O)(=O)c2ccccc2)CC1	x	9	-16%	10	x	x	-17	2%	x	-5%
Cc1nc2ccccc2c2oc(C(=O)NCC3COc4ccccc4O3)cc12 (stereo not given)	0%	-6	0%	-3	11%	4%	-1	5%	4	-29%
O=C1c2ccccc2NC(c2cccnc2)N1c1ccccc1F (stereo not given)	1%	1	17%	-4	11%	x	-4	2%	6	295%[activator]
Cc1ccc(C2(C)NC(=O)N(CC(=O)c3ccc(Cl)s3)C2=O)cc1 (stereo not given)	2%	2	-25%	3	19%	x	-10	-3%	0	-2%
Cc1cccc(NC(=S)N2CCC(c3nc4ccccc4o3)CC2)c1	1%	-6	9%	12	0%	-8%	-35	0%	-1	-1%
Cc1oc(C(C)(C)C)cc1C(=O)Nc1cccc(C(=O)O)c1	-6%	4	5%[7.66 µM]	2	9%	1%	2	2%	7	4%
COc1ccccc1CNC(=O)[C@H](C)NC(=O)C1CCN(C(=O)[C@@H](N)Cc2ccccc2)CC1	x	0	-4%	3	-2%	0%	2	17%	-1	0%
Cc1c(C(=O)NCCN2CCCC(O)C2)oc2c(F)cccc12 (stereo not given)	-7%	12	5%	0	-2%	-8%	10	16%	x	0%
CC(C)CN(CCOc1cccc(N2C(=O)C3=C(CCCC3)C2=O)c1)CC(C)C	2%	3	-7%	26	10%	-9%	3	3%	0	-1%

SMILES	GALK inhibitor	KCNH2 WT inh	Integrin act MD	TRPV1 agonist	CXXC DNA block	MBNL1-CUG inh	KCNH2 3.1 block	A-T KAP1 phos	Coupling enz	S-ASM inh
CC1CCCN(CC(O)COc2ccc3c(c2)OCO3)C1 (stereo not given)	0%	-13	15%	1	12%	7%	-2	-3%	2	-1%
Cc1cc(CN2CCN(CC(=O)Nc3cc(C(F)(F)F)ccc3-n3cncn3)CC2)no1	x	-33	-19%	0	x	x	-21	4%	x	0%
O=C(OCC(=O)N1CCCC1)c1cccc(Br)c1	-2%	-4	-2%	1	-2%	2%	-1	-1%	1	5%
COc1ccc(NC(=O)CSc2nnc(Cc3cccn3C)n2CCc2ccccc2)cc1OC	0%	-9	-9%	19	-15%	1%	5	-2%	-2	-2%
COCCN(C(=O)CCc1nnc(CCc2c[nH]c3ccccc23)o1)C(C)C	2%	-16	6%	-1	-1%	1%	2	-4%	1	-2%
CCOC(CCNC(=O)c1cc2c(=O)[nH]c3ccccc3c2s1)OCC	x	7	4%	2	10%	2%	-15	-11%	-1	5%
O=C(NCCCn1ccnc1)/C(=C\c1cccs1)NC(=O)c1cccs1	2%	3	-1%	-1	-2%	18%	-10	-2%	1	3%
CC1CCC(N2CCN(c3ccc([N+](=O)[O-])cc3)CC2)CC1 (stereo not given)	-1%	u	-19%	3	5%	u	-112*	-5%	1	u
Cc1cc(=O)oc2cc(NS(=O)(=O)c3ccc(F)cc3)ccc12	x	2	-9%	-2	-6%	30%[activator]	-8	4%	3	i
Cc1c(C2N3CC4(C)CN2CC(C)(C3)C4=O)c2ccccc2n1C (stereo not given)	3%	-2	6%	0	4%	-15%	-6	-2%	4	2%
NC(=O)COc1ccc(/C=N\NC(=O)c2ccc(-c3ccccc3)cc2)cc1	-5%	10	9%	3	2%	3%	x	33%	x	97%[activator]
Cc1ccc(CNC(=O)CCS(=O)(=O)c2cccc3nonc23)cc1	0%	-5	13%	10	9%	u	10	4%	-2	6%

SMILES	GALK inhibitor	KCNH2 WT inh	Integrin act MD	TRPV1 agonist	CXXC DNA block	MBNL1-CUG inh	KCNH2 3.1 block	A-T KAP1 phos	Coupling enz	S-ASM inh
CCCc1nnc(NC(=O)c2cc(OC)cc(OC)c2)s1	2%	4	22%	3	9%	-9%	-27	-3%	0	-3%
COc1ccc(C(=O)NC(=S)Nc2ccccc2F)cc1	0%	3	18%	4	11%	6%	2	4%	-6	6%
COc1cc(Cl)c(C)cc1NC(=O)COc1ccccc1[N+](=O)[O-]	-4%	-4	1%	1	-1%	1%	-5	18%	1	-3%
Cc1nn(-c2ccccc2)nc1CNC(=O)CC(C)(C)C	x	-1	15%	17	-2%	-16%	-12	2%	3	2%
